# Screens: PubChem BioAssay, National Center for Advancing Translational Sciences (NCATS)
# p53ts 39C kill: qHTS Screen for Compounds that Selectively Target Cancer Cells with p53 Mutations: Cytotoxicity of p53ts Cells at the Nonpermissive Temperature. H1299-p53A138V viability at 39C, ATP luminescence, 24 h. 1.5% of 130,000 active. Potency, µM (doses to about 46.1 µM), without a hit: at the highest dose activity change, negative = cell killing, actives largely listed as cytotoxic. AID 902, 2007; further: nearly all actives have a fitted effect of over 55% in size
# IkB signaling: IkB Signaling | ABC-DLBCL IkBa-CBG/CBR dual luciferase ratio, 4 h; response scale: scaled: untreated 0%, proteasome inhibitor 100% | Potency, µM (series often up to 57.1 µM), for inactives: at the highest dose IkBa stabilization activation | 0.04% of 110,000 active; active means well fitted curve in the direction sought with a large enough effect in the signal ratio, not every such curve was filed as active; inconclusive means small, poorly fitted or top-dose-only effect, or a change in a side signal; the % refers to the signal ratio;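 further: the direction sought is a rising ratio; 0% = basal untreated cells and 100% = reference inhibitor full response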
#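 Curves were fitted separately to fusion (green), unfused (red) and ratio luminescence, then classed by r2, magnitude and activity. Cells: OCI-Ly3, 4 h compound plus doxycycline at 37C; 10 uM MG-132 defined full response.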
# p53ts 32C kill: qHTS Screen for Compounds that Selectively Target Cancer Cells with p53 Mutations: Cytotoxicity of p53ts Cells at the Permissive Temperature; H1299-p53A138V at 32C, ATP luminescence viability, 24 h; Potency, µM (titrated, usually from 46.1 µM), without a hit: top-dose activity change, negative = cytotoxicity, hits mostly cytotoxic; 0.93% of 130,000 active; AID 924, 2007;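 further: 0% = DMSO and -100% = full killing by reference compound; nearly all actives have a fitted effect of over 55% in size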
#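 Cells: H1299 p53ts (A138V), 600/well, pre-incubated 16–30 h at 37C. Cpd up to 46 uM, 24 h, 32C. Readout: ATPlite luminescence, 20 min RT. Normalization: DMSO vs tamoxifen 100 uM. AC50 by Hill equation.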
# Imprint erasure: qHTS Assay for Compounds that Induce Erasure of Genomic Imprints; mouse ES Peg3-LacZ reporter, beta-gal luminescence, 40 h; Potency, µM (titrated, usually from 60.7 µM), inactives show top-dose activity change, positive = activation, most hits filed as activators; 0.02% of 110,000 active;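 further: 0% = negative control wells on the plate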
#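 Readout: BetaGlo luminescence (5 min, room temp) for LacZ from the normally silent maternal Peg3 allele in female Peg3LacZ-Neo ES cells. Cells 300/well, 40 h, 37C, 5% CO2. Data normalized per plate to negative controls.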
# Starred values were filed as active, the others as inactive; ? = inconclusive; · = no result given; [ ] = dose if it differs, or a comment. Unless noted, the call rests on the fitted dose curve; in most records, active means well fitted curve in the direction sought with a large enough effect; inconclusive means small, poorly fitted or top-dose-only effect, or another doubt; inactive means no such curve, though single readings can be large; an effect the other way counts as inactive or inconclusive. Unless noted, on the % scale 0 is the no-effect control and ±100 the full control effect; potency means the concentration at half of the fitted maximal effect.
No.	molecule	p53ts 39C kill	IkB signaling
1	O=C(O)C(Cc1cccs1)C(=O)O	2%[9.22 µM]	1.7%[11.4 µM]
2	CCOc1ccccc1NC(=O)CN(CCc1ccccc1)S(=O)(=O)c1ccc(C)cc1	7%	0.9%
3	COc1ccccc1-c1ccc2ncnc(NCc3ccccc3)c2c1	1%	3.2%[11.4 µM]
4	CC(C)(C#CCN1CCCC1)OCCC#N	-1%	-0.6%
5	CCN(C(=O)Cn1cnc2sc(C)c(S(=O)(=O)N3CCN(c4ncccn4)CC3)c2c1=O)c1ccccc1F	3%	-0.3%
6	COC(=O)[C@@]1(Cc2ccc(OC)cc2)[C@H]2c3cc(C(=O)N4CCCC4)n(CCc4c[nH]c5ccc(O)cc45)c3C[C@H]2CN1C(=O)c1ccccc1	-1%	·
7	Cc1ccc(Cn2cc(CCC(=O)NCC(C)c3ccccc3)c3ccccc32)cc1 (centres undefined)	8%	0.1%
8	CCOc1ccc(-c2nc(CNC(=O)Nc3ccccc3)c(C)o2)cc1	-12%	-1.3%
9	Cc1ccc(CNC(=O)c2ccc(NC(=O)c3nsc4ccccc34)cc2)cc1	-21%	?
10	CCC(=O)N1CCc2cc(S(=O)(=O)NCCC(=O)Nc3ccccc3C)ccc21	-7%	-0.7%
11	COCC(=O)NC1CCN(C(=O)NCc2ccccc2)CC1	2%	-0.6%
12	CCCc1ncc(C(O)c2ccc(OC)cc2)n1C (centres undefined)	-1%	-0.5%
13	Cc1c(C(=O)N2CCCC2)oc2c1-c1[nH]ncc1CC2	0%	-3.0%
14	C/C(=N/NS(=O)(=O)c1ccc(C)cc1)P(=O)(O)O	-8%[9.22 µM]	-0.1%[11.4 µM]
15	O=C(NCCc1ccccc1)C1CCN(S(=O)(=O)c2cccnc2)CC1	10%	1.6%

No.	p53ts 32C kill	Imprint erasure
1	0%[9.22 µM]	?
2	3%	-23%[10.9 µM]
3	10%	-12%
4	-2%	7%
5	0%	-7%[10.9 µM]
6	9%	-12%
7	20%	-17%[10.9 µM]
8	2%	20%[10.9 µM]
9	-8%	-8%[10.9 µM]
10	-5%	-10%
11	2%	-2%
12	-1%	-8%
13	2%	-17%
14	-7%[9.22 µM]	-21%[10.9 µM]
15	1%	-10%

No.	molecule	p53ts 39C kill	IkB signaling
16	CCCCNC(=S)NNC(=O)c1csc(CC)c1	-1%	·
17	COc1ccc(-n2c(Cc3cccn3C)nnc2SCC(=O)Nc2nccs2)cc1	8%	0.6%
18	O=C(Nc1ccc(F)cc1)c1cccc(N2CCCS2(=O)=O)c1	?	?
19	COc1cc(C(=O)NC(c2ccc(Cl)cc2)c2cc(Cl)c3cccnc3c2O)cc(OC)c1OC (centres undefined)	?	?
20	C=CCNCc1cccn1-c1ccccc1	0%	-0.3%
21	c1c2c(cc3sc(N4CCOCC4)nc13)OCCO2	5µM*	?
22	Cc1cccc(NC(=O)N2CCC(n3c(C)nc4cccnc43)CC2)c1	-16%	-2.3%
23	Cc1ccc2c(c1)N(C(=O)N1CCC(C(=O)NCCC3=CCCCC3)CC1)CC(C)O2 (centres undefined)	-17%	?
24	COC(=O)N1CC=CC1(C)C(=O)NCc1ccc(C)o1 (centres undefined)	-12%	·
25	COc1cc2ccccc2cc1C(=O)N1CCN(c2nc3c(F)cc(F)cc3s2)CC1	-16%	?
26	Cc1ccc(S(=O)(=O)N(C)CCCC(=O)Nc2ccccn2)cc1	11%	0.9%
27	c1ccc(Cn2nnc3c(NCc4ccc5c(c4)OCO5)nc(C4CC4)nc32)cc1	-9%	0.5%
28	COc1ccc(Cl)cc1N1C(=O)C2CCCN2C1c1cccc(F)c1 (centres undefined)	-2%	9.2%
29	CCOCCn1ccc2c(OCC(=O)NCc3ccc(F)cc3)cccc2c1=O	11%	1.1%
30	CC(=O)Nc1ccc(S(=O)(=O)NCCc2csc3nc(-c4cccc(C)c4)nn23)cc1	-1%	-0.5%

No.	p53ts 32C kill	Imprint erasure
16	-1%	·
17	7%	-9%
18	-5%	-18%[10.9 µM]
19	?	-18%[10.9 µM]
20	-5%	-16%
21	3.2µM*	-86%[inhibitor]
22	-3%	8%[10.9 µM]
23	-14%	-16%[10.9 µM]
24	-5%	-7%
25	-13%	-6%[10.9 µM]
26	-1%	·
27	-4%	0%
28	3%	-10%
29	-5%	-5%[10.9 µM]
30	1%	-4%[10.9 µM]

No.	molecule	p53ts 39C kill	IkB signaling
31	CCc1cccc(CC)c1NC(=O)Cc1csc(C)n1	-13%	0.5%
32	N#Cc1cccc(-c2nccc(NCc3cccnc3)n2)c1	-24%	0.3%[11.4 µM]
33	CCCCNC(=O)c1ccc2c(c1)NC(=O)C(C(C)C)N2 (centres undefined)	6%	-0.4%
34	CCCC(c1nnnn1Cc1ccco1)N1CCN(c2cc(Cl)ccc2C)CC1 (centres undefined)	-2%	6.3%
35	Cc1ccc(CCNc2nc3ccccc3c3nc(-c4cccnc4)nn23)cc1	-10%	-1.8%
36	COc1cccc(NC(=O)Cn2c(=O)n(-c3ccc(C)cc3)c(=O)c3ccccc32)c1	13%	?
37	O=C(c1cccnc1Nc1ccc2c(c1)CCC2)N1CCOCC1	-11%	-2.0%
38	CC1(C)CSC(=S)N1S(=O)(=O)c1ccccc1	-6%	3.6%
39	CCc1ccccc1NC1=NCC(=O)N1Cc1ccc(OC)cc1	-6%	5.3%
40	CCOc1ccc(C2N(c3cc(Cl)ccc3OC)C(=O)C3CCCN32)cc1OC (centres undefined)	0%	-1.4%
41	CCN(CC)CCNC(=O)CCc1n[nH]c(=O)c2ccccc12	-1%	-1.0%
42	CN(C1CCCCC1)S(=O)(=O)c1ccc(C(=O)O)cc1	1%	0.7%
43	CCNS(=O)(=O)c1ccc2nc(NC(=O)c3cccnc3)sc2c1	-15%	4.1%
44	CC(=O)N1CCCc2cc(S(=O)(=O)Nc3ccc(OC(F)(F)F)cc3)ccc21	-25%	1.8%
45	COCC(=O)Nc1nc2n(n1)C(c1ccc(Cl)cc1)CC(c1ccc(OC)cc1)N2 (centres undefined)	-14%	0.1%

No.	p53ts 32C kill	Imprint erasure
31	-6%	-8%[10.9 µM]
32	4%	10%
33	5%	-4%[10.9 µM]
34	1%	-15%
35	-5%	-6%[10.9 µM]
36	7%	-8%[10.9 µM]
37	1%	-13%
38	16%	-14%
39	-4%	-8%
40	2%	-21%
41	-5%	-5%
42	0%	5%
43	-14%	-43%[inhibitor]
44	-6%	-9%[10.9 µM]
45	-1%	-9%

No.	molecule	p53ts 39C kill	IkB signaling
46	CCOc1ccc(NC(=O)Cn2nnc(C(=O)NCc3cccs3)c2N)cc1	23%	-3.2%
47	O=C1CCCC2=C1C1c3ccccc3C(=O)N1c1ccc(C(=O)c3ccccc3)cc1N2 (centres undefined)	18%	·
48	Cc1ccc2oc(=O)c3cnn(CC(=O)NC4CCC(C)CC4)c3c2c1 (centres undefined)	14%	0.4%
49	CCC(C(=O)Nc1nnc2n1CCS2)c1ccccc1 (centres undefined)	12%	-2.2%
50	COc1cccc(N2CCN(c3ncnc4c3[nH]c3ccccc34)CC2C)c1 (centres undefined)	?	·
51	Cn1c(=O)[nH]c(=O)c2c1nc(NCCc1ccccc1)n2Cc1ccc(F)cc1	11%	9.9%
52	N#CCCN(CC(=O)O)S(=O)(=O)c1ccccc1	1%	0.3%
53	Cc1nc2cnc(N3CCN(C)CC3)nc2n(Cc2ccc(F)cc2)c1=O	-1%	-1.3%[11.4 µM]
54	O=C(Nc1ccc(Nc2ccccc2)cc1)N1CCOCC1	-6%	6.8%
55	CC1(c2ccc(OC(F)F)cc2)NC(=O)N(CC(=O)NC2CCCCC2)C1=O (centres undefined)	-10%	1.6%
56	COC(=O)C1C2C=CC3(CN(C(C)c4ccc(OC)cc4)C(=O)C13)O2 (centres undefined)	8%	-0.4%
57	COc1ccc(N(CC(=O)N2CCc3ccccc3C2)S(=O)(=O)c2c(C)nn(C)c2C)cc1	0%	0.3%
58	Cc1ccc(CNC(=O)CNS(=O)(=O)c2cccc3nsnc23)cc1	-8%	-1.1%
59	CCCOc1ccc(C2C(=O)N(C3CCCCCC3)CC(=O)N2Cc2ccccc2OC)cc1OC (centres undefined)	37%[activator]	?
60	COc1ccc(NC(=O)Cn2nnc(C(=O)NCc3cccs3)c2N)cc1	21%	-2.6%

No.	p53ts 32C kill	Imprint erasure
46	7%	-5%[10.9 µM]
47	-1%	·
48	-3%	-16%
49	7%	-6%[10.9 µM]
50	?	·
51	2%	-14%[10.9 µM]
52	-4%	6%
53	-1%	-16%
54	-5%	-12%
55	-1%	-13%
56	-1%	5%
57	5%	-10%
58	19%	-6%
59	21%	-17%[10.9 µM]
60	14%	-9%[10.9 µM]

# Quoted from the listing:
# Result for COc1ccc(N(CC(=O)N2CCc3ccccc3C2)S(=O)(=O)c2c(C)nn(C)c2C)cc1 in IkB signaling: 0.3%
# Result for CCCCNC(=S)NNC(=O)c1csc(CC)c1 in p53ts 39C kill: -1%
# Result for O=C(c1cccnc1Nc1ccc2c(c1)CCC2)N1CCOCC1 in p53ts 39C kill: -11%

# (cont.)
No.	molecule	p53ts 39C kill	IkB signaling
61	Cc1cc(NC(=O)c2ccco2)ncc1NC(=O)Cc1ccccc1	-22%	-0.3%
62	COc1ccc(-n2c(SCc3ccccc3)nc3c([nH]c4ccccc43)c2=O)cc1	42%[activator]	-1.7%
63	COc1ccc(/C(O)=C2/C(=O)C(=O)N(CCN3CCOCC3)C2c2ccccn2)cc1OC (centres undefined)	-7%	·
64	CCN(CC(=O)Nc1ccc2c(c1)OCO2)Cc1nc2ccccc2c(=O)[nH]1	-3%	?
65	COc1cc(OC)cc(C(=O)Nc2c(F)cccc2F)c1	5%	·
66	Cc1ccc(C)c(Nc2nn3c(=O)c4ccc(C(=O)NCCC5=CCCCC5)cc4nc3s2)c1	23%	-1.2%
67	Cc1nc2cccc([N+](=O)[O-])c2n1CCCN(C)C	5%[9.22 µM]	-0.7%[11.4 µM]
68	COc1ccc(-c2noc(COc3ccc(Br)cc3C)n2)cc1OC	-10%	2.3%
69	O=C(Nc1ccc(C(F)(F)F)cc1)c1cc(S(=O)(=O)NC2CCCCCC2)ccc1F	?	?
70	C=CCC(O)CC1C2C(CC(O)CC=C)C3C1C3C2OC(C)(C)C (centres undefined)	-4%[9.22 µM]	·
71	CCc1ccc(NCc2cccn2-c2nnc(N3CCCCCC3)s2)cc1	-13%	?
72	COc1cccc(CSc2nc3n(n2)C(c2cccnc2)C(C(=O)Nc2ccccc2C)=C(C)N3)c1 (centres undefined)	-13%	?
73	O=C(O)c1cccc(C(=O)Cc2ccccc2)c1	3%	·
74	Cc1ccc(NC(=O)N2CCC(C(=O)NCc3ccc(F)cc3)CC2)cc1	-11%	0.5%
75	COCC(=O)Nc1cccc2ccccc12	-4%	?
76	CCc1c(O)nc(N2CCN(Cc3ccccc3)CC2)[nH]c1=O	2%	-2.0%
77	Cc1cccn2c(=O)cc(CSc3nnc(NC(=O)COc4ccccc4)s3)nc12	-6%	-0.7%

No.	p53ts 32C kill	Imprint erasure
61	-26%	-6%
62	5%	8%[10.9 µM]
63	1%	·
64	8%	-9%
65	-14%	·
66	?	22%[10.9 µM]
67	-1%[9.22 µM]	-22%[10.9 µM]
68	0%	6%[10.9 µM]
69	28%	-13%[10.9 µM]
70	6%[9.22 µM]	·
71	-17%	-12%[10.9 µM]
72	-3%	-3%[10.9 µM]
73	6%	·
74	3%	-8%
75	-3%	-3%
76	6%	-13%
77	-4%	-7%[10.9 µM]

# Looked up by compound from the list above, two records:
No.	molecule	p53ts 39C kill	IkB signaling
18	O=C(Nc1ccc(F)cc1)c1cccc(N2CCCS2(=O)=O)c1	?	?
75	COCC(=O)Nc1cccc2ccccc12	-4%	?

No.	p53ts 32C kill	Imprint erasure
18	-5%	-18%[10.9 µM]
75	-3%	-3%
